High-throughput results (PubChem BioAssay)
GPR35 antagonists – GPR35 antagonists blocking zaprinast-driven arrestin recruitment, primary screen, imaging, U2OS, beta-arrestin-GFP, zaprinast agonist (AID 2058); hit rate 0.052% among 290,000; inhibition, % at 10 µM; hits with a dose series show IC50 in µM; U2OS GPR35 beta-arrestin-GFP translocation imaging, zaprinast antagonism; higher % means a stronger effect;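 active = inhibition of at least 50% with at least 30 cells and total cytoplasm GFP at most 10,000,000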
HIV fusion peptide – inhibitors of HIV fusion peptide binding, primary screen, biochemical, uHTS, fluorescence dequenching (AID 1986) | cell-free peptide binding, fluorescence dequenching, 30 min; higher % means a stronger effect | one-dose inhibition, % at 20 µM; IC50 in µM for titrated hits | hit rate 0.3% among 290,000; in the data active = inhibition mostly above about 52%, no sharp cut-off; inactive = mostly below about 76%; note: some results filed as inactive read as strong as hits
GPR55 antagonists – GPR55 antagonists blocking LPI-driven arrestin recruitment, primary screen, imaging, U2OS, beta-arrestin-GFP, LPI agonist (AID 2013). U2OS GPR55 beta-arrestin-GFP translocation imaging, LPI antagonism; higher % means a stronger effect. one-dose inhibition, % at 10 µM; IC50 in µM for titrated hits. hit rate 0.13% among 290,000;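 active = spots per cell inhibited over 60%, with over 100 cells counted and total cytoplasm intensity under 500,000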;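 note: U2OS cells stably carrying GPR55 and arrestin-GFP stimulated by 5 µM LPI near EC80; imaged beta-arrestin-GFP aggregate spots per cell after agonist stimulation; plate controls were LPI-stimulated DMSO wells for no effect and DMSO wells without LPI for full effect; some results filed as inactive read as strong as hits; confirmed hits need IC50 under 10 µM and bright autofluorescent wells are also inconclusive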
GPR55 activation – GPR55 agonists via beta-arrestin recruitment, primary screen, imaging, U2OS cells, beta-arrestin-GFP redistribution (AID 1961); U2OS GPR55 beta-arrestin-GFP redistribution imaging; higher % means a stronger effect; one-dose activation, % at 10 µM; EC50 in µM for titrated hits; hit rate 0.048% among 290,000;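 active = activation above 40% with more than 50 cells counted in the well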;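 note: U2OS osteosarcoma cells stably expressing GPR55 and beta-arrestin-GFP; plate controls were DMSO negative control for no effect and LPI positive control for full effect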
Myeloid diff 2 – compounds promoting myeloid differentiation; calls only at 10 µM; ER-HoxA9 myeloid progenitors, lysozyme-GFP differentiation, flow cytometry; hit rate 1% among 360,000;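 active = normalized GFP-positive differentiation at or above the plate's own cutoff, the solvent-only control mean plus 3 SD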;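 note: cells exposed to compound for four days before flow analysis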
KOR beta-arrestin-1 – KOR agonists, beta-arrestin recruitment, primary screen, cell-based, luminescence, uHTS (AID 1777) | activation, % at 10 µM; hits with a dose series show EC50 in µM | KOR beta-arrestin recruitment, luminescence; higher % means a stronger effect | hit rate 0.02% among 280,000; in the data active = activation above about 50%, passing the limit was not always enough; note: a part of the inactive calls stands beside numbers as strong as those of hits
KOR beta-arrestin-2 – kappa opioid receptor blockers – cell-based, luminescence, uHTS (AID 1778); KOR beta-arrestin recruitment, luminescence, antagonist mode; higher % means a stronger effect; one-dose inhibition, % at 10 µM; IC50 in µM for titrated hits; hit rate 0.091% among 290,000; note: strong numbers were not always called active
NOD2 inhibition – inhibition of NOD2-driven NF-kB reporter – cell-based, luminescence, uHTS, HEK293 (AID 1566) | HEK293 NOD2/NF-kB luciferase reporter, luminescence; higher % means a stronger effect | one-dose inhibition, % at 4 µM; EC50 in µM for titrated hits | hit rate 0.63% among 290,000; note: many of its hits are not listed in these tables
NOD1 NF-kB reporter – NOD1 signaling inhibitors, primary screen, cell-based, luminescence, uHTS (AID 1578) | one-dose inhibition, % at 4 µM; EC50 in µM for titrated hits | NOD1-driven NF-kB luciferase reporter cells, luminescence; higher % means a stronger effect | hit rate 1% among 290,000; in the data active = inhibition mostly above about 36%, no sharp cut-off; inactive = mostly below about 34%;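 note: HEK-293T reporter cells stimulated with the NOD1 agonist gamma-tri-DAP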
Myeloid diff 2 GFP+ MAC1+ % – further read-out of Myeloid diff 2, marked with its call; GFP+ MAC1+ double positive, %; measured here: differentiation confirmed by MAC1 staining
Numbers without * were called inactive; i = inactive; / = not tested or not shown; + = active, no number; & = joins results of further samples; [ ] = remark or other dose. Cut-off read from the data, not from the text of the source, unless noted: active = inhibition above about 50%; inactive = the rest.

SMILES | GPR35 antagonists | HIV fusion peptide | GPR55 antagonists | GPR55 activation | Myeloid diff 2 | Myeloid diff 2 GFP+ MAC1+ % | KOR beta-arrestin-1 | KOR beta-arrestin-2 | NOD2 inhibition | NOD1 NF-kB reporter
c1ccc(-c2nc(NCc3cccs3)c3ccccc3n2)cc1 | -3% | 0.0% | 10% | 0.5% | i | 0.7 | -1.1% | -22% | 14% | -20%
CC(=O)OCC(=O)Nc1ccc(N=Nc2ccccc2)cc1 | 10% | -4.1% | -9% | -0.2% | i | 0.0 | -5.6% | -9% | -60% | -24%
CC1CCCN(C(=O)CNC(=O)Cn2ccc3ccccc3c2=O)C1 (stereo unspecified) | 14% | -1.5% | -5% | -0.2% | i | 1.2 | -0.8% | -4% | 5% | -6%
CCOc1ccc(N2C(=O)CC(SC(=NC)Nc3cccc(F)c3)C2=O)cc1 (stereo unspecified) | 7% | 2.8% | -6% | -0.3% | i | 0.9 | 6.0% | -10% | 16% | -5%
O=C1CCN(C(=O)Nc2ccccc2)N1 | 9% | -3.7% | 12% | -0.1% | i | 0.9 | 0.8% | -6% | 3% | /
O=C(O)Cc1ccc(S(=O)(=O)Nc2ccccc2C(=O)O)cc1 | -2% | 2.6% | 8% | -0.1% | i | 0.2 | -3.7% | 2% | 16% | -13%
CCC1CCCCN1C(=O)c1ccccc1OC1CCN(S(C)(=O)=O)CC1 (stereo unspecified) | 13% | 1.2% | 3% | 0.5% | i | 1.5 | -0.4% | 16% | -2% | -25%
Cc1ccc(SCc2ccc(C(=O)NCc3cccnc3)cc2)cc1 | -6% | -4.0% | -8% | 0.4% | i | 1.1 | 0.4% | -20% | 28% | -1%
Cc1nn(CCCNC(=O)C2CCCO2)cc1Br (stereo unspecified) | 16% | -1.0% | 13% | 0.5% | i | 7.6 | -2.0% | 10% | 1% | -3%
O=C(CN(Cc1ccco1)C(=O)c1cccc(Cl)c1)Nc1c(Cl)cc(Cl)cc1Cl | 3% | 2.3% | 6% | 0.0% | i | 1.0 | 2.9% | -22% | -15% | -11%
COc1cccc(C(=O)Nc2nnc(S(=O)(=O)N3CCCC3)s2)c1 | -8% | 7.1% | -1% | 0.0% | i | 0.7 | 2.8% | -25% | 5% | -29%
CC1=CC2=NC(=O)/C(=C\c3cccn3CCOc3cccc(C)c3)C(=N)N2O1 | -14% | 4.4% | 0% | 0.5% | i | 1.1 | 1.0% | 26% | 11% | -17%
CCN(CC)CCOc1ccccc1OC | 3% | 0.0% | 2% | -0.1% | i | 1.5 | -0.4% | 2% | 7% | -2%
CCOC(=O)C1CCCN(Cc2ccc3c(c2)OCO3)C1 (stereo unspecified) | 14% | -2.3% | 20% | 0.3% | i | 8.9 | -0.2% | 32% | 5% | -1%
O=C(c1cc(-c2cccs2)on1)N1CCN(c2ccccc2)CC1 | 15% | 2.3% | 26% | -0.1% | i | 8.2 | -1.5% | -20% | -102% | -82%
Cc1cc2oc(C(=O)Nc3ccc(S(=O)(=O)Nc4onc(C)c4C)cc3)cc(=O)c2cc1Cl | 10% | 28% | 0% | -0.1% | i | 1.4 | 10% | -3% | 13% | -10%
Cn1c(CCNC(=O)c2cccs2)n[nH]c1=S | -6% | 0.4% | 4% | 0.8% | i | 1.6 | 3.3% | 28% | 6% | -10%
CCOC(=O)N1CCC(NC(=O)c2cc(COc3ccccc3SC)on2)CC1 | -5% | 3.2% | 2% | -0.1% | i | 2.4 | -0.9% | -11% | 6% | -12%
COc1ccc(N(CC(=O)NCCc2ccccc2)C(=O)CCC(=O)Nc2nccs2)cc1 | 3% | 1.0% | -6% | -0.2% | i | 0.7 | 0.8% | -22% | -3% | -1%
C=CCOc1cccc(C2/C(=C(\O)c3ccc4c(c3)OCCO4)C(=O)C(=O)N2Cc2cccnc2)c1 (stereo unspecified) | 28% | -0.1% | 10% | 0.2% | i | 4.1 | 1.8% | 11% | 8% | -23%
CCOC(=O)C1=C(CSc2nc(CC)c(C)cc2C#N)OC(N)=C(C#N)C1c1ccccc1 (stereo unspecified) | 3% | -0.2% | -21% | -0.2% | i | 1.1 | 3.0% | -41% | 12% | 18%
COCCn1c(C)cc(C(=O)COC(=O)C23CC4CC(CC(O)(C4)C2)C3)c1C | 3% | -2.9% | 12% | 0.2% | i | 2.5 | 0.3% | 10% | 4% | -40%
COc1ccc(CCc2nnc(CCC(=O)NCC3CCCO3)o2)cc1 (stereo unspecified) | 14% | -1.1% | -5% | -0.1% | i | 0.4 | -2.7% | 6% | 10% | -19%
CCc1ccc(-c2cc(C)no2)cc1S(=O)(=O)N1CCN(c2ccc(C(C)=O)cc2)CC1 | 17% | -0.9% | 12% | 0.0% | i | 2.3 | 6.3% | -34% | 35% | 16%
C=CCn1c(SCC(=O)NCC2CCCO2)nnc1-c1ccccc1 (stereo unspecified) | 13% | 1.2% | 4% | 0.4% | i | 0.2 | -4.1% | -44% | 8% | -46%
CCCCC(Br)C(=O)Nc1ccc(S(=O)(=O)Nc2cc(C)nc(C)n2)cc1 (stereo unspecified) | 1% | 0.3% | 1% | 0.6% | i | 1.3 | 0.1% | 25% | 15% | 9%
COc1ccccc1OCCNc1cc(N2CCCCC2)ccc1[N+](=O)[O-] | 0% | 1.2% | 1% | 0.2% | i | 1.8 | 0.8% | 17% | 13% | -12%
COc1ccccc1N1CCN(C(C)C(=O)N2CC(C)OC(C)C2)CC1 (stereo unspecified) | -7% | 2.6% | 12% | 0.0% | i | 0.2 | 2.2% | 5% | 6% | -14%
COC(=O)Cn1c(=NC(=O)C(C)C)sc2c(C)cc(C)cc21 | 4% | 0.0% | 6% | -0.3% | i | 1.3 | -3.5% | 11% | -5% | -16%
CCOC(=O)C1(C)C=C(Nc2ccc(C)cc2)C(=O)N1c1ccc(C)cc1 (stereo unspecified) | 13% | 0.1% | 16% | 0.6% | i | 0.7 | 6.5% | -10% | 5% | -17%

Record cards, from the list above. Order of values: GPR35 antagonists | HIV fusion peptide | GPR55 antagonists | GPR55 activation | Myeloid diff 2 | Myeloid diff 2 GFP+ MAC1+ % | KOR beta-arrestin-1 | KOR beta-arrestin-2 | NOD2 inhibition | NOD1 NF-kB reporter
Cc1ccc(SCc2ccc(C(=O)NCc3cccnc3)cc2)cc1 in the list: -6% | -4.0% | -8% | 0.4% | i | 1.1 | 0.4% | -20% | 28% | -1%
CCc1ccc(-c2cc(C)no2)cc1S(=O)(=O)N1CCN(c2ccc(C(C)=O)cc2)CC1 in the list: 17% | -0.9% | 12% | 0.0% | i | 2.3 | 6.3% | -34% | 35% | 16%

Next part:
SMILES | GPR35 antagonists | HIV fusion peptide | GPR55 antagonists | GPR55 activation | Myeloid diff 2 | Myeloid diff 2 GFP+ MAC1+ % | KOR beta-arrestin-1 | KOR beta-arrestin-2 | NOD2 inhibition | NOD1 NF-kB reporter
COc1ccc(-c2nc(NC(=O)CSc3nnc4ccccn34)ns2)cc1 | 20% | -2.3% | 21% | 0.3% | / | / | 0.1% | 14% | 12% | 0%
Cc1cccc(OCC(=O)NCCCNC(=O)c2ccco2)c1 | 27% | -1.6% | 7% | -0.2% | i | 0.6 | -4.7% | -7% | -1% | -5%
CCOc1ccc(NC(=O)N2CC=C(n3c(=O)[nH]c4ccccc43)CC2)cc1 | 10% | -0.5% | 19% | 0.2% | i | 1.4 | -2.7% | 36% | 15% | 4%
COC(=O)c1ccccc1NC(=S)N(Cc1ccc2c(c1)OCO2)Cc1cc2cccc(C)c2[nH]c1=O | -2% | -1.0% | 9% | -0.1% | i | 0.2 | -1.0% | 19% | 15% | -9%
Cc1nn(Cc2ccc(Cl)cc2)c(C)c1NC(=O)c1cc(C(C)C)on1 | 0% | -0.2% | 15% | 0.0% | i | 0.7 | 0.5% | -32% | 27% | -13%
O=C(NC1CCCCC1)C(c1ccccn1)N(C(=O)c1csnn1)C1CC1 (stereo unspecified) | -6% | -2.4% | 1% | 0.2% | i | 0.1 | / | -37%[20 µM] | 6% | 16%
NC(=O)[C@@H]1CCCN1C(=O)c1ccc2nc(Cc3cccc(Cl)c3)oc2c1 | -3% | 1.4% | 12% | -0.1% | i | 0.5 | -0.4% | 6% | 21% | 2%
CCn1c(COc2ccccc2C)nnc1SCC(=O)N1CCCCC1 | 7% | 0.1% | 12% | -0.1% | i | 1.2 | 3.7% | -7% | 1% | -18%
CC(c1ccccc1)C1CC(=O)N(c2ccc([N+](=O)[O-])cc2)C1=O (stereo unspecified) | -6% | -0.6% | 9% | -0.2% | i | 0.3 | -1.3% | 12% | 3% | -33%
O=C(NC(=S)Nc1nc(-c2cccc3ccccc23)cs1)c1cc2ccccc2o1 | -8% | 5.9% | -11% | -0.1% | i | 0.3 | 3.1% | -3% | -7% | -47%
Oc1ccccc1N=Cc1ccc[nH]1 | 16% | 11% | 11% | 0.2% | + | 3.4* | -0.1% | 17% | 9% | 11%
Cc1ccc(S(=O)(=O)Nc2ccc3nc(C)sc3c2)cc1 | -2% | -3.0% | -10% | 0.3% | i | 1.5 | 5.7% | -17% | 29% | 32%
CCOC(=O)c1c(NC(=O)C2COc3ccccc3O2)sc2c1CC(C)(C)NC2(C)C (stereo unspecified) | -4% | -2.8% | 9% | -0.6% | i | 0.8 | 1.9% | 29% | 25% | -16%
O=C(CN1CCN(C(c2ccccc2)c2ccccc2)CC1)NCc1ccccc1 | -9% | -1.1% | 1% | -0.1% | i | 0.2 | / | 6%[20 µM] | 16% | -22%
CCOC(=O)C1CCN(c2cc3c(cc2NC(=O)c2ccccc2Cl)n(C)c(=O)n3C)CC1 | -1% | -0.7% | 11% | 0.3% | i | 0.9 | 4.7% | -49% | 36% | -2%
Cc1ccc(N(CC(=O)N/N=C/c2cc(C)n(-c3ccccc3C)c2C)S(C)(=O)=O)cc1 | -4% | 1.0% | -10% | 0.8% | i | 1.6 | -4.8% | -106% | -8% | -16%
C=CCc1cc(OC)ccc1OCC(O)CN1CCN(c2ccc(OC)cc2)CC1 (stereo unspecified) | 7%&-7% | 1.0%&-0.4% | -3%&-3% | -0.2%&-0.6% | i | 0.6&0.5 | 3.0%&-0.8% | -1%&-3% | 2%&20% | -24%&-18%
Fc1ccc(NC(=S)NN2CCOCC2)cc1Cl | -10% | 0.6% | 9% | -0.2% | i | 1.1 | 2.3% | 3% | 5% | -15%
CC(C)=CCN1CCN(Cc2cccc3nonc23)CC1CCO (stereo unspecified) | -6% | 1.3% | 2% | 0.6% | i | 0.2 | 5.8% | -23% | -22% | -33%
Cc1cccc(-c2nnc(SCC(=O)Nc3ncccn3)n2C)c1 | -11% | -1.6% | -8% | -0.2% | i | 0.8 | -4.9% | 17% | 11% | -30%
CC1CCN(S(=O)(=O)c2cn(CC(=O)N3CC(C)CC(C)C3)c(=O)c3ccccc23)CC1 (stereo unspecified) | -2% | 0.6% | 3% | 0.3% | i | 0.8 | 0.0% | 38% | 13% | -32%

Some of the compounds tested; count on the stated rates, not on these rows.
